High-throughput results (PubChem)
Arrestin-AP2 inh: inhibitors of beta-arrestin/AP2 binding, primary screen, biochemical, GPCR trafficking, flow cytometry | FITC-arrestin peptide / GST-AP2 beads; AP2 beta2 appendage carries R879A mutation | 340,000 tested, 0.31% active | AID 504490, 2011 | beta-arrestin 1 C-terminal peptide binding to AP2 beta2-adaptin appendage (human) | inhibition, % at 10 µM;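 active means inhibition above a set limit, near 3 SD of compounds lacking own fluorescence, cut at about 54% in these data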;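 further: plate controls were DMSO wells for no effect and 5 µM unlabelled arrestin peptide for full effect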
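System: GST-AP2 R879A glutathione beads. Medium: PBS with 0.05% Tween 20 and 0.1% BSA. Also added: FITC-arrestin peptide, 50 nM. Incubation: 12 min plus 1 h, RT. Measured by: high-throughput flow cytometry of beads, ex 488, em 535 nm. Evaluation: percent drop in bead-associated FITC signal.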
Pemphigus Ab inh: inhibitors of pemphigus antibody binding to DSG3, primary screen, biochemical, bead-based, flow cytometry, scFv-GFP; DSG3-coupled beads, scFv-anti-DSG3-GFP binding; stronger effect = lower value; binding (percent of control), % at 10 µM; 310,000 tested, 0.48% active; AID 588358, 2011;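 active means binding more than 3 SD below its plate's average and above zero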;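 further: hits lower antibody fragment binding to DSG3; some compounds called inactive have numbers as strong as hits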
Target sequence (P32926 whole entry, looked up, the tested form may be a part): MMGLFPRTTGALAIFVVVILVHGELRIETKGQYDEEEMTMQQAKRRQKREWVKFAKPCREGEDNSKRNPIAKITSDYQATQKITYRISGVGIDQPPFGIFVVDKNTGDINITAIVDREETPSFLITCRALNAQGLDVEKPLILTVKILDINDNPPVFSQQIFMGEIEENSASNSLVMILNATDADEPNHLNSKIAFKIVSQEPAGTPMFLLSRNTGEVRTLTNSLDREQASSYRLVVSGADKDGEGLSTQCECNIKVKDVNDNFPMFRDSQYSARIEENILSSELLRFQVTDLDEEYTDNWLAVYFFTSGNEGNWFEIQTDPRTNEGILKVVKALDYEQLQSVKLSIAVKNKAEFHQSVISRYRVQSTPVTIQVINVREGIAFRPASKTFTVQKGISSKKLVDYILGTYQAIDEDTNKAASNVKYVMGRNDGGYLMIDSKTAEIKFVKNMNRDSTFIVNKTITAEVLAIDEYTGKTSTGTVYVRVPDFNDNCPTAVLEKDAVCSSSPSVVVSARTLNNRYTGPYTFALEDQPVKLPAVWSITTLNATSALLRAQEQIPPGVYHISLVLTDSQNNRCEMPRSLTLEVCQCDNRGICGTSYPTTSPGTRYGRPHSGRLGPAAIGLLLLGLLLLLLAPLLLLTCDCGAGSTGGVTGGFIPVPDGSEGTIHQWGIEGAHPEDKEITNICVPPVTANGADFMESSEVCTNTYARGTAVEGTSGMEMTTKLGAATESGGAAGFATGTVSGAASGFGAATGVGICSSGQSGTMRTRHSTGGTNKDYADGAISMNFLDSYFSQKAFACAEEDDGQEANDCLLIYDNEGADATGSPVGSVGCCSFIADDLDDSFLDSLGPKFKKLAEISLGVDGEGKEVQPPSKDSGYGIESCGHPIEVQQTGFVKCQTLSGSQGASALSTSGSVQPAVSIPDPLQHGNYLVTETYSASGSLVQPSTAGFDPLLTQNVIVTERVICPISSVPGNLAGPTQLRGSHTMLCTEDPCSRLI
LANA DNA inh: inhibitors of KSHV C-LANA binding to DNA, primary screen, biochemical, fluorescence polarization, FAM-LBS DNA, MBP-C-LANA, single point. AID 504423, 2011. 340,000 tested, 0.078% active. inhibition, % at 9 µM. Kaposi's sarcoma herpesvirus LANA C-terminal domain (residues 932-1162) DNA binding;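 active means highest replicate inhibition at or above 60% at 9 µM, even if other replicates fall short; inactive means all replicates below 60% inhibition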;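 further: 0% = neutral control wells and 100% = 4 µM acridine orange control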
CAL PDZ FP-1: untagged CAL PDZ binding inhibitors, primary screen, biochemical, fluorescence polarization, HTS | Golgi-associated PDZ and coiled-coil motif-containing protein (Homo sapiens), Q9HD26 | purified CAL PDZ, TMR-peptide fluorescence polarization, 1 h | inhibition, % at 24.9 µM | 300,000 tested, 0.92% active | AID 602252, 2012;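 active means mean inhibition of at least 30% with at least half of replicates also reaching 30%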;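 further: 0% = DMSO neutral control and 100% = excess unlabeled competitor peptide PRC23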
Keap1 Nrf2 FP: Keap1-Nrf2 protein-protein interaction inhibitors, primary screen, biochemical, fluorescence polarization, single point | inhibition, % at 9.4 µM | Kelch-like ECH-associated protein 1 (Homo sapiens), Q14145 | Keap1 Kelch-Nrf2 peptide fluorescence polarization, 1536-well | 340,000 tested, 0.15% active; in the data active means inhibition above about 12%;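 further: human Keap1 Kelch domain with fluorescein labeled Nrf2 9mer peptide probe; 0% = neutral control wells and 100% = peptide positive control; higher means more block of Keap1 binding to Nrf2 peptide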
NSD2 inh: NSD2 histone methyltransferase inhibitors, primary screen, biochemical, AlphaScreen, single concentration, set 2; Histone-lysine N-methyltransferase NSD2 (Homo sapiens), O96028; NSD2 peptide methylation, 120 min; inhibition, % at 12.5 µM; 310,000 tested, 0.54% active; AID 743445, 2014; in the data active means inhibition above about 50%
RTF Ca sens inh: cardiac RTF calcium sensitivity inhibitors, primary screen, biochemical, IANBD-TnC fluorescence, EC70 calcium; Troponin I, cardiac muscle (Homo sapiens) + Troponin T, cardiac muscle (Homo sapiens) + …; IANBD-labeled cardiac RTF, Ca2+ fluorescence; 340,000 tested, 0.12% active; inhibition, % at 7.15 µM;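 active means inhibition above the mean inhibition of all tested compounds plus 3 SD, cut at about 17% in these data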;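 further: assay run at fixed EC70 calcium of 1.6 mM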
V-ATPase pHluor: regulators of yeast V-ATPase proton pumping, primary screen, pHLuorin cytosolic pH fluorescence; S. cerevisiae; response, % at 10 µM; 350,000 tested, 0.37% active; in the data active means response mostly above about 7.3%, no sharp cut-off; inactive means mostly below about 5.4%; further: actives read high; inactives centre near 0; some compounds called inactive have numbers as strong as hits
CAL PDZ FP-2: CAL PDZ peptide-binding inhibitors, primary screen, biochemical, fluorescence polarization, Cer-tagged CAL PDZ, HTS | Golgi-associated PDZ and coiled-coil motif-containing protein (Homo sapiens), Q9HD26 | inhibition, % at 20 µM | AID 504414, 2011 | 330,000 tested, 0.02% active | purified CAL PDZ, TMR-peptide fluorescence polarization, 1 h;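 active means highest replicate inhibition of at least 40%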;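 further: plate controls were DMSO neutral control wells for no effect and unlabeled competitor peptide control wells for full effect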
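Control set: unlabelled peptide and DMSO controls / Material: purified CerCALP PDZ construct / Timing: 1 h incubation at room temperature before polarization reading / Doses: 20 µM, one dose / Detection: fluorescence polarization (mP)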
DAGLB inhibitor: DAGLB lipase inhibitors, primary screen, biochemical, fluorescence, HTS; HEK293T DAGLB membrane lysate, EnzChek fluorogenic substrate; inhibition, % at 5.17 µM; 340,000 tested, 0.059% active; in the data active means inhibition above about 34%;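 further: 0% = enzyme with vehicle and 100% = wells lacking enzyme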
The depositor's hits bear a star; . = not tested or not shown. This is a subset. The share of hits here may be higher or lower than overall.

item	smiles	Arrestin-AP2 inh	Pemphigus Ab inh	LANA DNA inh	CAL PDZ FP-1	Keap1 Nrf2 FP	NSD2 inh	RTF Ca sens inh	V-ATPase pHluor	CAL PDZ FP-2	DAGLB inhibitor
1	CCOC(=O)c1c(C)[nH]c(C)c1C(=O)COC(=O)Cc1ccc(OC)c(OC)c1	-2	129	1.0	2	-7	-1	4	0	0.1	-5
2	O=c1ccc(Oc2nc(N3CCOCC3)nc(N3CCOCC3)n2)nn1-c1ccccc1	-3	102	-0.5	.	-1	-2	-6	1	-0.6	4
3	CC1CCN(CCCNC(=O)Cn2ncc3c([nH]c4ccccc43)c2=O)CC1	23	106	0.2	-6	-4	21	3	-2	-0.3	-5
4	Cc1c(NC(=O)c2ccc([N+](=O)[O-])o2)cccc1-c1nc2ncccc2o1	25	97	0.2	-9	2	6	3	-2	-1.4	0
5	Cc1ccc(C(=O)N2CCCC(CCC(=O)N3CCN(c4ccccn4)CC3)C2)cn1 (configuration not stated)	-2	107	-0.2	-1	-1	-2	0	-1	0.2	-2
6	Cc1ccc2nc(-c3ccc(NC(=O)CN4C(=O)c5ccccc5C4=O)cc3)sc2c1	17	100	0.6	2	0	0	-12	0	0.4	1
7	CSc1nc2sc3c(c2c(=O)n1C1CCCCC1)CCN(C)C3	-11	96	1.5	0	-11	21	2	-2	-0.6	0
8	Cn1c(CSc2ncccn2)nnc1SCC(=O)N1CCCc2ccccc21	-2	101	0.6	.	-4	-2	-5	3	0.0	2
9	Cc1oc2ccc(O)cc2c1C(=O)OC(C)C	7	91	-0.3	-2	-2	-1	3	2	-3.9	-1
10	COc1cc2ccccc2cc1C(=O)NC(=S)Nc1cccc(C(=O)O)c1	13	.	0.7	3	-3	-5	.	0	-11	.
11	CCC(C(=O)NCc1ccccn1)n1c2ccccc2c2nc(=O)cc(C)n21 (configuration not stated)	-3	100	0.3	-1	0	-3	-7	1	-0.6	0
12	CN(Cc1ccc(F)cc1)C(=O)C(c1ccccc1)c1ccccc1	17	111	-1.8	.	-1	7	6	0	-0.8	-7

The results go on.
item	smiles	Arrestin-AP2 inh	Pemphigus Ab inh	LANA DNA inh	CAL PDZ FP-1	Keap1 Nrf2 FP	NSD2 inh	RTF Ca sens inh	V-ATPase pHluor	CAL PDZ FP-2	DAGLB inhibitor
13	CSc1cccc(CN2CCCC(CNC(=O)c3ccc(F)cc3)C2)c1 (configuration not stated)	12	105	-0.5	5	-3	1	-5	3	-2.2	-1
14	Cc1cc(CCNC=O)c(C)c2c1oc1ccccc12	20	97	3.3	-6	3	-3	1	-3	-0.4	-3
15	CCOC(=O)C1=C(CN2CCN(C(=O)c3ccco3)CC2)NC(=O)NC1c1ccc(OC(C)C)cc1 (configuration not stated)	-2	103	-0.3	-3	-1	42	5	2	-2.2	3
16	CCOn1c(=O)c[n+]([O-])c2ccccc21	50	117	-1.3	-1	.	9	-6	-1	-1.5	-1
17	CC1(C)Cc2c(cnn2-c2ccccc2)C(NC(=O)CCCN2CCCCC2=O)C1 (configuration not stated)	-7	103	-4.8	4	-4	-4	5	1	6.2	-1
18	CCOC(=O)c1c(CSCc2ccccc2)oc2ccc(O)c(CN(C)C)c12	8	92	-0.9	-4	-3	.	-6	0	-0.6	3
19	CCOC(=O)N1CCC(NC(=O)c2ccc3nc(N4CCOCC4)sc3c2)CC1	6	100	-3.5	-5	-3	-1	1	.	-1.1	4
20	CC1(c2ccc3c(c2)OCO3)NC(=O)N(CC(=O)c2ccc[nH]2)C1=O (configuration not stated)	-6	96	-0.4	-6	0	1	-1	-1	-2.7	3
21	CCOC(=O)C(=O)N1CCN(c2nc(-c3ccc(Cl)cc3)cs2)CC1	-6	114	-2.4	2	0	0	0	0	-1.3	0
22	COc1ccc(Cc2nc3ccc(C(=O)NCC4COCCO4)cc3o2)cc1OC (configuration not stated)	38	95	-2.9	.	-6	9	-5	1	-1.1	-3
23	Cc1cc(Cl)c(S(=O)(=O)N2CCSCC2)cc1OCC(N)=O	3	108	-0.6	-2	-3	-2	4	5	0.4	1
24	Clc1ccc(C2=CSC3=NCCN23)cc1Cl	14	100	2.3	-2	3	17	-7	-2	-0.3	0

New compounds follow.
item	smiles	Arrestin-AP2 inh	Pemphigus Ab inh	LANA DNA inh	CAL PDZ FP-1	Keap1 Nrf2 FP	NSD2 inh	RTF Ca sens inh	V-ATPase pHluor	CAL PDZ FP-2	DAGLB inhibitor
25	COc1cccc(C(=O)NCCS(=O)(=O)NC2CCCC2)c1	-9	95	0.3	-4	0	1	-1	-2	-1.5	1
26	CC(C)OC(=O)c1cccc(-c2ccc(C=O)o2)c1	32	.	-1.7	-2	2	-1	4	2	-2.1	1
27	O=C(CN1CCC(N2CCCCC2)CC1)N1CCCc2ccccc21	0	105	-0.6	8	0	.	7	-2	-2.0	0
28	CCOC(=O)[C@@H]1[C@H]2COc3cc(OC)ccc3[C@@H]2N2C(=O)N(c3ccccc3)C(=O)[C@]12C	25	99	0.2	0	-2	.	-15	0	-0.7	-4
29	CCS(=O)(=O)N1Cc2ccccc2CC1C(=O)NCC12CC3CC(CC(C3)C1)C2 (configuration not stated)	0	.	-2.9	-9	-7	0	-7	-4	-0.9	0
30	CCCN1CCN(CCCNC(=O)CCNC(=O)Cn2ccc3ccccc3c2=O)CC1	-4	102	-0.3	-1	-1	5	8	-4	-1.4	-3
31	Fc1cc(F)cc(NC(=S)N2CCN(c3ncccn3)CC2)c1	-16	83	-0.3	-3	-3	0	-11	-2	-3.8	-5
32	COc1ccc(/C=N/NC(=O)c2cc(-c3cccnc3)nc3ccccc23)c(OC)c1	1	108	1.4	0	3	-5	1	1	-2.1	0
33	CCc1cc(C(=O)Cc2nc3ccccc3s2)c(O)cc1OCC(=O)O	-1	86	2.0	3	6	3	-3	1	-0.7	6
34	CN(C(=O)c1c(Cl)nc2sccn12)C1CCCCC1	-3	104	0.4	4	-2	-1	-3	2	-0.4	-1
35	O=C(COc1ccccc1)OCc1cc(-c2ccco2)on1	11	.	-1.2	4	-3	0	2	1	0.2	-9
36	CCOc1ccc(NC(=O)CCc2c(C)noc2C)cc1OC	8	100	-0.7	-6	4	-4	-1	3	-0.1	0

Further structures follow.
item	smiles	Arrestin-AP2 inh	Pemphigus Ab inh	LANA DNA inh	CAL PDZ FP-1	Keap1 Nrf2 FP	NSD2 inh	RTF Ca sens inh	V-ATPase pHluor	CAL PDZ FP-2	DAGLB inhibitor
37	Cn1nc(C(=O)Nc2ccc(S(=O)(=O)N3CCCCC3)cc2)ccc1=O	-7	99	-1.0	-1	1	7	-1	-3	-2.3	4
38	CCn1nc(NC(=O)c2ccncc2)c2cc3ccccc3nc21	-3	97	0.1	.	-4	0	-9	4	.	-3
39	O=C(NCc1ccccc1)C(c1ccccn1)N(C(=O)c1csnn1)c1ccccc1F (configuration not stated)	-1	90	0.2	0	-6	.	-20	4	-1.9	-1
40	CCOc1cccc(-c2nn3c(-c4ccccn4)nnc3s2)c1	18	99	-0.6	-1	3	-2	-6	-1	-2.5	-3
41	O=C(Nc1cccnc1)c1cccs1	3	99	0.6	.	-2	1	-4	2	-0.3	2
42	COC(=O)c1ccc(COC(=O)c2cnc(Cl)c(Cl)c2)cc1	7	118	-1.3	-3	4	0	4	-3	-0.1	-1
43	Cc1ccc(SC(C)C(=O)NC2CC2)cc1 (configuration not stated)	9	102	-0.4	.	3	-2	-7	-3	-0.6	2
44	CC(C)c1nnc(NC(=O)c2nc(S(=O)(=O)Cc3ccc(F)cc3)ncc2Cl)s1	5	118	-0.4	-3	3	.	-4	-3	-1.1	4
45	C=CCc1cccc(Cl)c1OCCCNC1CCCC1	1	114	-1.8	.	-2	14	-4	-1	-0.1	-1
46	Cc1ccc(S(=O)(=O)N2CCN(C(=O)CN3CCN(c4ccc(O)cc4)CC3)CC2)cc1	16	101	-0.9	.	-3	-2	-9	9	-0.1	1
47	O=C(CN(C(=O)c1csnn1)c1cccc(C(F)(F)F)c1)NCCc1ccccc1	3	110	0.2	-1	7	-1	2	2	-1.0	3
48	Cc1ccc(C(=O)OC2CCOC2=O)cc1NC(=O)c1ccco1 (configuration not stated)	30	91	-4.8	0	2	2	2	-2	0.4	2

Remaining list, next part.
item	smiles	Arrestin-AP2 inh	Pemphigus Ab inh	LANA DNA inh	CAL PDZ FP-1	Keap1 Nrf2 FP	NSD2 inh	RTF Ca sens inh	V-ATPase pHluor	CAL PDZ FP-2	DAGLB inhibitor
49	CCCn1c(-c2ccncc2)n[nH]c1=S	28	105	-0.6	2	-3	-3	-2	4	-0.6	1
50	CCCC(CCC)C(=O)Nc1ccc2c(c1)N(C(=O)CCN1CCN(C)CC1)c1ccccc1CC2	9	102	0.0	-5	3	12	-6	-1	-0.9	0
51	O=C(Nc1cc(C(F)(F)F)ccc1N1CCOCC1)c1ccc[n+]([O-])c1	-4	101	-1.4	.	-2	0	3	2	0.2	2
52	COc1ccc(CN2CCCCCC2)c(C)c1C	21	101	1.0	-3	0	-6	11	1	-2.4	-1

Among those listed so far, two contain a thiophene ring, fused or not:
item	smiles	Arrestin-AP2 inh	Pemphigus Ab inh	LANA DNA inh	CAL PDZ FP-1	Keap1 Nrf2 FP	NSD2 inh	RTF Ca sens inh	V-ATPase pHluor	CAL PDZ FP-2	DAGLB inhibitor
7	CSc1nc2sc3c(c2c(=O)n1C1CCCCC1)CCN(C)C3	-11	96	1.5	0	-11	21	2	-2	-0.6	0
41	O=C(Nc1cccnc1)c1cccs1	3	99	0.6	.	-2	1	-4	2	-0.3	2
